Screening results as filed in PubChem BioAssay.
PABP1 MLLE inh – blocks PAM2 peptide binding to the PABP1 MLLE domain. AID 588489. GST-MLLE / FITC-PAM2 fluorescence polarization. inhibition, % at 20 µM. 360,000 tested, 0.36% active; in the data active means inhibition above about 35%, passing the limit was not always enough;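 further: plate controls were DMSO wells with GST-MLLE for no effect and wells lacking GST-MLLE protein for full effect; some results filed as inactive read as strong as hits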
Rin1-Abl PPI inh – inhibitors of human Rin1-Abl protein interaction. P00519+Q13671. TR-FRET Rin1/Abl binding, biochemical. inhibition, % at 7.35 µM. 360,000 tested, 0.4% active. AID 588664; in the data active means inhibition above about 5%, passing the limit was not always enough
bovine MsrA act – activates bovine MsrA enzyme; purified bovine MsrA, absorbance read-out; AID 602163; activation, % at 10.6 µM; 360,000 tested, 0.3% active; in the data active means activation above about 7.5%;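 further: 0% = vehicle and 100% = reference activator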
eLon inh – E. coli protease La inhibition | AID 602123 | 360,000 tested, 0.42% active | purified E. coli Lon protease, fluorescence polarization | P0A9M0 | inhibition, % at 7.94 µM; in the data active means inhibition above about 13%, passing the limit was not always enough;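 further: 0% = enzyme with probe and DMSO and 100% = no enzyme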
MsrA inhibitor – inhibits bovine methionine sulfoxide reductase A. purified bovine MsrA, absorbance read-out. inhibition, % at 15.5 µM. 360,000 tested, 0.75% active. AID 651718; in the data active means inhibition above about 4.5%;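 further: 0% = vehicle wells with enzyme and 100% = reference inhibitor wells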
CSN inh – CSN deneddylation inhibition. Purified CSN, SCF-Nedd8-OG deneddylation, fluorescence polarization. Q92905. AID 651999. 360,000 tested, 0.38% active. inhibition, % at 12.5 µM;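 active means pattern-corrected inhibition above about 35%, with an unprinted fluorescence ratio check between 0.5 and 1.5, limit read from the data, passing the limit was not always enough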;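 further: 0% = enzyme with substrate and 100% = substrate without enzyme; some results filed as inactive read as strong as hits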
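Detection – fluorescence polarization · System – HEK293T-derived human Csn5 enzyme · Controls – substrate-only high control, full reaction low control · Timing – 90 min, room temperature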
MT1-MMP act inh – inhibitors of human MT1-MMP activation; P50281; HT1080 RFP-PRO-GFP cells, GFP/RFP ratio fluorescence, overnight; percent of plate control window, DMSO zero; GFP/RFP ratio change, % at 20 µM; 360,000 tested, 0.061% active; AID 651647;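 active means GFP/RFP ratio change of at least 30% with cell ATP level not reduced by more than half and red fluorescence within 50% of control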; further: strong numbers were not always called active
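Assay system – RFP-PRO-GFP reporter HT1080 cells · Compound dosing – single dose of 20 µM compound, 1% DMSO final · Incubation – overnight compound exposure at 37 °C · Measure – GFP/RFP fluorescence ratio · Benchmarks – DMSO wells and RFP-L50D-GFP cells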
FAS TE block – FAS thioesterase (human) inhibition | inhibition, % at 15 µM | 360,000 tested, 0.67% active | recombinant FAS-TE, OMFH fluorogenic substrate, fluorescence endpoint | P49327;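 active means compounds whose normalised, plate-corrected inhibition of enzyme fluorescence in the single-dose primary screen is 50% or more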;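 further: 0% = DMSO with enzyme and 100% = substrate without enzyme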
Target sequence (P49327 whole entry, looked up): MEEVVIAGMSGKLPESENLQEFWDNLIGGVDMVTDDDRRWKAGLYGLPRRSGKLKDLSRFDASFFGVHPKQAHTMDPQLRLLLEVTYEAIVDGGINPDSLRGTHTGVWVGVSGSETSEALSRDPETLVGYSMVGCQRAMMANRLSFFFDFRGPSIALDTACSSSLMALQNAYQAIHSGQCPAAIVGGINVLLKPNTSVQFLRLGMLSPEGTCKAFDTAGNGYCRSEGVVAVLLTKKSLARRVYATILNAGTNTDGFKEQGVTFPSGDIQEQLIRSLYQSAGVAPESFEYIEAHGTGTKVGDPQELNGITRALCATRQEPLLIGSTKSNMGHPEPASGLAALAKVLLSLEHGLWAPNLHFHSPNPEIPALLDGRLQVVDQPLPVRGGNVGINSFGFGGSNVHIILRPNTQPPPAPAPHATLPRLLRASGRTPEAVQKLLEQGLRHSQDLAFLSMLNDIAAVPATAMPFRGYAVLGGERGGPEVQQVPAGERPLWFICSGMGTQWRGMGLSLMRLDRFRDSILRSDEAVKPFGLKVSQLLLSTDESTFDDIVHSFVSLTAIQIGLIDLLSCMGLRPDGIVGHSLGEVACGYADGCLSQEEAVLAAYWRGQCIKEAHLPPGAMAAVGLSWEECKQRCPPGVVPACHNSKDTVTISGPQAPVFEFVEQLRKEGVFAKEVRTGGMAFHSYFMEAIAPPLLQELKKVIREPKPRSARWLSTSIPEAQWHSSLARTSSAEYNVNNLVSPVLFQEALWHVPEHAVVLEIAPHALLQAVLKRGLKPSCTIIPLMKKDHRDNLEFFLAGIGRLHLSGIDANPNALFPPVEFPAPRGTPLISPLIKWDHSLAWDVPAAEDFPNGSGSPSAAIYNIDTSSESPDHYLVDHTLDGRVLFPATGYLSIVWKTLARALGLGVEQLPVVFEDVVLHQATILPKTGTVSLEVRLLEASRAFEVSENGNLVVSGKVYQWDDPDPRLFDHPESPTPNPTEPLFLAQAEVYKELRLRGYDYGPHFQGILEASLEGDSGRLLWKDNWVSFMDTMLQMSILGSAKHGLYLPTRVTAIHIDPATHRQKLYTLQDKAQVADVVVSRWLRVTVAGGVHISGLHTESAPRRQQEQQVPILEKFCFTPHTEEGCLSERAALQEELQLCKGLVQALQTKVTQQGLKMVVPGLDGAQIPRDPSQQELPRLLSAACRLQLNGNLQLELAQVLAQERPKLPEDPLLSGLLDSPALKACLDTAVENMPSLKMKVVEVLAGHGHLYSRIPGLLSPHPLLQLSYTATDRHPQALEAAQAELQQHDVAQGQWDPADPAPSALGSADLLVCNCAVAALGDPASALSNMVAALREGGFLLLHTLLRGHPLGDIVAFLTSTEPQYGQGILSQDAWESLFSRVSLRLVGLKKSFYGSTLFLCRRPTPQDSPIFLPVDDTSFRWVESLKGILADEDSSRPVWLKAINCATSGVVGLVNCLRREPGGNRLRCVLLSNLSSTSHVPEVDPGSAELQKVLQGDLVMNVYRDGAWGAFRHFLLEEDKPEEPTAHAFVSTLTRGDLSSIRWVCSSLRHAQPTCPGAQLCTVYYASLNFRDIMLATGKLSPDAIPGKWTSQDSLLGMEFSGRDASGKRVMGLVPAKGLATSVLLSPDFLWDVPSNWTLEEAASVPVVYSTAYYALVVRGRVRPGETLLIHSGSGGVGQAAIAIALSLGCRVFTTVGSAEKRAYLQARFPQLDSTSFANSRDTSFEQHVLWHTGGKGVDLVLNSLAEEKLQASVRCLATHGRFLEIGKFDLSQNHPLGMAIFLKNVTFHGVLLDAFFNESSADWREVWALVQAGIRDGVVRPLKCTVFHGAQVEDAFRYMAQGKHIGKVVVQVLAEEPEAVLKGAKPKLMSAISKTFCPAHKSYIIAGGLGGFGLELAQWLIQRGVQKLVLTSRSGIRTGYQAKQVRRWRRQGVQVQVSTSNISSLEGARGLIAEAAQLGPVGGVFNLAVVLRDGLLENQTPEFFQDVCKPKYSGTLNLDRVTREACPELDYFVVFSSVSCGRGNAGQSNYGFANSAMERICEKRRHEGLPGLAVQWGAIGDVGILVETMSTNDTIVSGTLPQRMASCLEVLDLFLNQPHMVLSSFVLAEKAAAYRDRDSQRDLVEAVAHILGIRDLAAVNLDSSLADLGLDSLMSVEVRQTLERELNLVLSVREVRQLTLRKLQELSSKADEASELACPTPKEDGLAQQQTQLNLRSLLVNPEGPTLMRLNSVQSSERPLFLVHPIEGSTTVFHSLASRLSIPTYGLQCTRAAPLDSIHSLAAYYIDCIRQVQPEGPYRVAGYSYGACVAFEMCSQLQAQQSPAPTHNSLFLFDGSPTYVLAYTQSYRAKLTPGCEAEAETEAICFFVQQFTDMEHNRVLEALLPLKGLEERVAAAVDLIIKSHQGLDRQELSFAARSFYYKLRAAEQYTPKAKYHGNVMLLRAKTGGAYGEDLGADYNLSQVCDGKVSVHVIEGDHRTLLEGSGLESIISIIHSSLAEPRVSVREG
Rpn11 inh – inhibitors of human proteasome Rpn11; O00487; human 26S proteasome, Ub4-pepOG fluorescence polarization; 20S core pre-blocked with epoxomicin; calls only at 20 µM; 360,000 tested, 0.59% active; AID 588493;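 active means inhibition at 20 µM, scaled to each plate's controls, above about 33%, limit read from the data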
* hit, by the source's call; i = inactive; nt = not tested or not shown. Compounds were not picked by outcome; 3.7% or so of the library scored in one or more.

Screens in order: PABP1 MLLE inh	Rin1-Abl PPI inh	bovine MsrA act	eLon inh	MsrA inhibitor	CSN inh	MT1-MMP act inh	FAS TE block	Rpn11 inh
Cc1nnc(SCC(=O)Nc2cccc(S(=O)(=O)N3CCCCC3)c2)s1
    -5	1	-6	5	-0.9	-1	7	-4	i
C/C(=N\NC(=O)c1cccc(N2CCCC2=O)c1)c1ccc(N)cc1
    -5	-2	-6	-1	0.8	-7	1	-10	i
COC(=O)c1cc(=O)nc2scc(C)n12
    -4	-3	-2	4	1.0	-2	2	-5	i
CN(Cc1cn(C)nc1-c1ccccc1F)CC1CCN(Cc2ccccc2)CC1
    8	-4	-4	-14	0.5	4	2	-3	i
COc1ccc(/C=N/NC(=O)CCC(=O)Nc2ccc(F)cc2)c(OC)c1
    3	-2	-10	6	3.9	2	3	4	i
O=C1c2ccccc2C(=O)N1CC(=O)N1c2ccccc2CCc2ccccc21
    -7	-1	2	4	0.0	-1	-3	20	i
CC(C)c1ccc(C2(O)C(=O)Nc3cc(Br)ccc32)c(O)c1 (stereo not given)
    -3	0	-1	4	-0.8	2	-2	10	i
COc1cccc(C(=O)NNC(=O)CCN2CCN(c3ccccc3)CC2)c1
    -5	3	-3	-7	0.7	4	-1	-3	i
Cc1cccc(NC(=O)c2nc[nH]c2C(=O)N2CCN(C(=O)OC(C)(C)C)CC2)c1
    6	5	-1	-8	0.2	-1	3	4	i
O=C(N/N=C/c1ccc(OC(F)F)cc1OC(F)F)NC1CCCCC1
    4	-1	-3	-5	0.6	-4	0	23	i
Cc1c(NC(=O)c2ccco2)cccc1C(=O)NN1C(=O)c2ccccc2C1=O
    11	2	-4	2	-0.8	-5	-2	-12	i
CCn1cc(CCCC(=O)NCc2cccc(OC)c2)c2ccccc21
    -10	1	-1	-7	0.0	0	-1	6	i
COc1ccc(C2CC(=O)C(C=NCCN3CCN(C(C)=O)CC3)=C(O)C2)cc1 (stereo not given)
    8	0	-2	5	-1.6	3	-2	-8	i
O=C1OC(c2ccccc2)c2ccccc21 (stereo not given)
    2	-3	-5	-10	0.0	-2	3	5	i
COCCNc1ncnc2c1ncn2[C@H]1CN(CCN2CCOCC2)C[C@@H](CO)O1
    11	1	3	2	-0.9	-3	0	-7	i
O=C(COc1ccc(Cl)cc1Cl)NCc1ccco1
    4	2	1	-7	-0.3	0	8	4	i
CCC1(c2ccccc2)NC(=O)N(CC(=O)Nc2cccc(C#N)c2)C1=O (stereo not given)
    -11	2	-10	-7	-0.6	1	-2	3	i
O=c1[nH]c2ccccc2c(=O)n1CCCO
    -11	2	1	-2	0.6	-1	-4	-4	i
CC(C)(C)C(=O)c1sc2nc(-c3cccs3)cc(C(F)(F)F)c2c1N
    154	1	-1	-11	1.0	12	-213	-147	nt
CC(C)[C@H](NC(=O)c1ccccc1)C(=O)OCC(=O)Nc1ccc2c(c1)OCCO2
    -17	7	-1	-3	-0.4	-1	-3	-2	i

Continued, starting with the last two of the part before.
Screens in order: PABP1 MLLE inh	Rin1-Abl PPI inh	bovine MsrA act	eLon inh	MsrA inhibitor	CSN inh	MT1-MMP act inh	FAS TE block	Rpn11 inh
CC(C)(C)C(=O)c1sc2nc(-c3cccs3)cc(C(F)(F)F)c2c1N
    154	1	-1	-11	1.0	12	-213	-147	nt
CC(C)[C@H](NC(=O)c1ccccc1)C(=O)OCC(=O)Nc1ccc2c(c1)OCCO2
    -17	7	-1	-3	-0.4	-1	-3	-2	i
COc1ccccc1N1CCN(C2=NS(=O)(=O)c3ccccc32)CC1
    -3	3	-13	-6	0.0	-2	-2	-3	i
CCc1cc2c(=O)c(-c3ccc4c(c3)OCCO4)coc2cc1OS(C)(=O)=O
    -3	-2	-10	5	-0.3	-6	-1	43	i
Cc1cc(Br)ccc1NC(=O)CSc1nnc(CN2CCOCC2)n1C
    15	10*	-1	5	-1.4	3	-2	0	i
COc1ccc(/C=C/c2c([N+](=O)[O-])c(=O)n(C)c(=O)n2C)cc1O
    5	-3	-5	3	2.6	3	-1	-10	i
O=C(NCC1CCCN1S(=O)(=O)c1cccs1)c1ccc(F)c(F)c1 (stereo not given)
    3	4	-3	0	-1.8	5	-1	0	i
COc1ccc(Nc2ncnc3sccc23)c(OC)c1
    -29	1	-8	2	-0.9	3	1	-13	i
S=C(Cc1ccccc1)Nc1ccccc1
    26	5	-2	-1	-0.2	-2	1	-1	i
COc1ccc(OCC(=O)Nc2ccc(S(=O)(=O)N(C)c3ccccc3)cc2)cc1
    -5	5	-4	-6	-0.8	-2	1	28	i
Cc1c(Cc2ccccc2)c(=O)oc2c(C)c(OCC(=O)Nc3ccc(C#N)cc3)ccc12
    19	-2	-3	1	-0.4	3	2	3	i
O=C(Nc1ccccc1)OCC(CN1CCCCC1)OC(=O)Nc1ccccc1 (stereo not given)
    1	-5	-8	1	-1.7	-1	0	1	i
CC(=O)Nc1ccc(S(=O)(=O)NCC(=O)N2CCN(S(=O)(=O)c3cccs3)CC2)cc1
    43*	0	-8	2	0.0	-4	1	-8	i
Cc1ccc(N2CC(NC(=O)C3CC3)CC2=O)cc1 (stereo not given)
    24	0	-3	-7	0.0	2	-2	-3	i
COc1cc(OC)cc(C(=O)N[C@H](C(=O)OCC(=O)c2ccc(C)c([N+](=O)[O-])c2)C(C)C)c1
    -4	3	1	-5	-0.4	7	4	32	i
Cc1ccc(NC(=S)N(CCCN2CCCC(C)C2)Cc2ccco2)cc1C (stereo not given)
    -66	2	-9	10	-0.9	-1	1	1	i
Cc1cc(Cl)ccc1OCC(=O)N1C(C)CCCC1C (stereo not given)
    -6	-1	-4	1	0.7	-2	1	1	i
O=C(Nc1ccc(NC(=O)c2ccccc2Cl)nc1)c1ccco1
    15	3	-2	-8	-1.5	-2	0	-4	i
COc1ccc(CCNCC(O)COc2cccc(C(C)=O)c2)cc1OC (stereo not given)
    11	0	-2	-1	0.5	3	2	-2	i
O=S(=O)(NCC1CCCO1)c1ccc(-c2ccc(S(=O)(=O)NCC3CCCO3)cc2)cc1 (stereo not given)
    16	2	-3	9	1.7	9	-4	4	i
Cc1cc(C)nc(NNC(=O)c2ccccc2O)n1
    -17	-1	-9	6	-0.7	-5	1	-11	i
COc1ccc(C(=O)/C=C/Nc2cccc(O)c2)cc1
    43	0	-3	-3	2.2	-3	-64	-3	i

(listing goes on)
Screens in order: PABP1 MLLE inh	Rin1-Abl PPI inh	bovine MsrA act	eLon inh	MsrA inhibitor	CSN inh	MT1-MMP act inh	FAS TE block	Rpn11 inh
CCc1cccc(C)c1N(C(=O)Cn1c(CO)nc2ccccc21)C(C)COC (stereo not given)
    5	-1	-3	-5	0.0	-2	-9	-4	i
CCc1ccc(OCC(=O)NNC(=O)c2nn(CC)c(=O)c3ccccc23)cc1
    -3	2	-12	8	-0.5	-1	0	-4	i
Cc1ccc(S(=O)(=O)Nc2ccc3[nH]c(=O)[nH]c3c2)c(C)c1
    -17	1	-6	-3	1.3	1	-5	-4	i
CN(CC1COc2ccccc2O1)C(=O)c1cc(COc2c(F)cccc2F)on1 (stereo not given)
    7	-2	-3	-9	1.4	-1	3	29	i
COc1ccccc1C(=O)Nc1ccc(OCC(=O)N2CCCCC2)cc1
    13	-1	-3	0	1.8	-1	-1	-6	i
O=S(=O)(c1ccc(S(=O)(=O)n2cnc3ccccc32)cc1)N1CCCCCC1
    -4	-1	-4	3	1.2	-3	3	-7	i
COc1ccc(-c2n[nH]c(=S)n2-c2ccccc2C)cc1
    -4	2	1	-8	0.8	2	3	-2	i
Cc1ccc(/C=N/Nc2nc(C)cc(C)n2)cc1
    12	0	-5	3	0.5	-3	-1	-3	i
COc1cc(Cl)c(C)cc1NC(=O)CSc1ccc(NC(C)=O)cc1
    8	4	-3	-16	2.2	3	7	4	i
Cc1nc(C(=O)NNC(=O)c2ccccc2Cl)c(C(F)(F)F)o1
    3	-2	-3	1	-1.3	-1	3	-6	i
S=c1[nH]nc(-c2cc(-c3ccccc3)n[nH]2)n1/N=C/C(Br)=C/c1ccccc1
    -67	2	-14	-3	3.0	4	1	19	i
O=C(Cc1ccc([N+](=O)[O-])cc1)NNC(=O)c1cccs1
    -1	2	0	-9	-1.7	-5	0	1	i
CCOC(=O)C1(CCCc2ccccc2)CCN(C(=O)c2cnn(CC)c2)CC1
    1	3	-3	0	-0.1	5	-2	-2	i

Of the compounds above, seven contain fluorine.
Screens in order: PABP1 MLLE inh	Rin1-Abl PPI inh	bovine MsrA act	eLon inh	MsrA inhibitor	CSN inh	MT1-MMP act inh	FAS TE block	Rpn11 inh
CN(Cc1cn(C)nc1-c1ccccc1F)CC1CCN(Cc2ccccc2)CC1
    8	-4	-4	-14	0.5	4	2	-3	i
COc1ccc(/C=N/NC(=O)CCC(=O)Nc2ccc(F)cc2)c(OC)c1
    3	-2	-10	6	3.9	2	3	4	i
O=C(N/N=C/c1ccc(OC(F)F)cc1OC(F)F)NC1CCCCC1
    4	-1	-3	-5	0.6	-4	0	23	i
CC(C)(C)C(=O)c1sc2nc(-c3cccs3)cc(C(F)(F)F)c2c1N
    154	1	-1	-11	1.0	12	-213	-147	nt
O=C(NCC1CCCN1S(=O)(=O)c1cccs1)c1ccc(F)c(F)c1 (stereo not given)
    3	4	-3	0	-1.8	5	-1	0	i
CN(CC1COc2ccccc2O1)C(=O)c1cc(COc2c(F)cccc2F)on1 (stereo not given)
    7	-2	-3	-9	1.4	-1	3	29	i
Cc1nc(C(=O)NNC(=O)c2ccccc2Cl)c(C(F)(F)F)o1
    3	-2	-3	1	-1.3	-1	3	-6	i
